STK33 inh – STK33 kinase inhibitors, primary screen, biochemical, luminescence, ADP-Glo, MBP substrate; Serine/threonine-protein kinase 33 (Homo sapiens), Q9BYT3; inhibition, % at 12.5 µM; 27,000 compounds, 0.44% hits; AID 2322, 2010; in the data active means inhibition above about 20%
Target sequence (Q9BYT3 whole entry, looked up): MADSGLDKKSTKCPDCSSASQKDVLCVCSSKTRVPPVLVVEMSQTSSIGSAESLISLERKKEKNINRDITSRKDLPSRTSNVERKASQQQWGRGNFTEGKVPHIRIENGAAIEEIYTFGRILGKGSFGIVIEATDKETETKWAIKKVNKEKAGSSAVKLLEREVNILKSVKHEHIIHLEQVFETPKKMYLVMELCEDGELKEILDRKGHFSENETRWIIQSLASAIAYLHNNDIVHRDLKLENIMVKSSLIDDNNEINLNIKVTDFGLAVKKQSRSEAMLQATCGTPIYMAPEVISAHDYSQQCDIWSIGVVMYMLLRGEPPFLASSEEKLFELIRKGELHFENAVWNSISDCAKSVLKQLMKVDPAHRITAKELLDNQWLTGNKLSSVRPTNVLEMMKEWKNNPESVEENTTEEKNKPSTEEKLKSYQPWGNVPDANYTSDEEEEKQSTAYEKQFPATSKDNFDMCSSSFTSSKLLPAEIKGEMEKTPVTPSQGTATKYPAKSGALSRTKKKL
p53 PUMA act – mutant p53 pathway re-activators, primary screen, cell-based, SW480, luciferase, single point, HTS. SW480 PUMA-promoter luciferase, p53 mutant reactivation. activation, % at 9.98 µM. 28,000 compounds, 1.5% hits. AID 624151, 2012; in the data active means activation above about 52%
The depositor's hits bear a star; . = no result given.

Molecule	STK33 inh	p53 PUMA act
C[C@H]1CCCCO[C@@H](CN(C)C(=O)C2CCCCC2)[C@@H](C)CN([C@@H](C)CO)C(=O)c2cc(N(C)C)ccc2O1	.	0
C[C@@H]1CN([C@H](C)CO)C(=O)CCCn2nncc2CO[C@H]1CN(C)C(=O)c1ccncc1	-1	10
C[C@@H]1CN([C@H](C)CO)C(=O)c2cc(NS(=O)(=O)c3cn(C)cn3)ccc2O[C@@H]1CN(C)C	.	8
C[C@@H]1CN([C@H](C)CO)C(=O)CCCn2nncc2CO[C@H]1CN(C)Cc1ccc2c(c1)OCO2	4	.
C[C@H]1CN([C@@H](C)CO)C(=O)c2cc(NC(=O)CCCN(C)C)ccc2O[C@@H]1CN(C)S(=O)(=O)c1cccs1	.	-6
COc1ccc(OC)c(N(CC(=O)N2CCC(C)CC2)S(C)(=O)=O)c1	-4	2
CC(C(=O)Nc1cccc(Cl)c1)N(c1ccc(Cl)cc1)S(C)(=O)=O (centres undefined)	3	6
Cc1ccc(S(=O)(=O)N(C)CC(=O)Nc2ccc(Cl)cc2C(F)(F)F)cc1	-1	5
C[C@H](CO)N1C[C@H](C)[C@@H](CN(C)CC2CC2)OCCCC[C@H](C)Oc2ccc(NC(=O)Cc3ccccc3)cc2C1=O	.	-10
C[C@@H]1CN([C@@H](C)CO)C(=O)c2cccc(NS(=O)(=O)c3ccc(Cl)cc3)c2O[C@H]1CN(C)Cc1ccncc1	.	3
COc1ccc(S(=O)(=O)Nc2ccc3c(c2)C(=O)N([C@H](C)CO)C[C@H](C)[C@@H](CN(C)Cc2ccc4c(c2)OCO4)O3)cc1	.	0
COc1ccc(NC(=O)N(C)C[C@@H]2Oc3ccc(NC(=O)CCN4CCOCC4)cc3CC(=O)N([C@H](C)CO)C[C@H]2C)cc1	-3	.
C[C@@H]1CN([C@@H](C)CO)C(=O)Cc2cc(NS(=O)(=O)c3ccccc3)ccc2O[C@@H]1CN(C)Cc1ccc(C(=O)O)cc1	2	.
O=C(CSc1nnc(-c2cccc(Br)c2)n1-c1ccccc1)c1ccc(F)cc1	6	-44
O=C(CSc1nc2ccccc2o1)N1N=CCC1c1ccccc1 (centres undefined)	1	16
O=C(C[C@H]1C[C@H]2c3cc(NC(=O)Nc4ccccc4F)ccc3O[C@H]2[C@@H](CO)O1)NCc1ccc2c(c1)OCO2	.	3
O=C(COc1cc(O)c2c(=O)c3ccccc3oc2c1)c1cccc([N+](=O)[O-])c1	-2	2
C[C@H](CO)N1C[C@H](C)[C@H](CN(C)S(C)(=O)=O)Oc2ccc(N(C)C)cc2CC1=O	2	.
C[C@@H]1CN([C@@H](C)CO)C(=O)c2cccc(NS(C)(=O)=O)c2O[C@@H]1CN(C)Cc1ccccc1	.	12
C[C@H]1CN([C@@H](C)CO)C(=O)CCCn2nncc2CO[C@H]1CN(C)S(=O)(=O)c1ccccc1C#N	-7	.
C[C@@H]1CN([C@@H](C)CO)C(=O)c2cccc(NS(=O)(=O)c3cccs3)c2O[C@H]1CN(C)C(=O)NC1CCCCC1	.	9
C[C@H]1CN([C@@H](C)CO)C(=O)c2cccc(NS(=O)(=O)c3cn(C)cn3)c2O[C@H]1CN(C)C(=O)NC1CCCCC1	.	5
CNC[C@@H]1Oc2c(NS(=O)(=O)c3ccccc3)cccc2C(=O)N([C@H](C)CO)C[C@@H]1C	.	-4
C[C@@H]1CN([C@@H](C)CO)S(=O)(=O)c2ccc(-c3cccc(C#N)c3)cc2O[C@H]1CN(C)C	.	12
C[C@H](CO)N1C[C@H](C)[C@H](CN(C)Cc2ccc(C(=O)O)cc2)Oc2ccc(NC(=O)NC3CCCCC3)cc2CC1=O	-1	8

An excerpt from above in order of molecular weight, low to high:
Molecule	STK33 inh	p53 PUMA act
Cc1ccc(S(=O)(=O)N(C)CC(=O)Nc2ccc(Cl)cc2C(F)(F)F)cc1	-1	5
C[C@H]1CCCCO[C@@H](CN(C)C(=O)C2CCCCC2)[C@@H](C)CN([C@@H](C)CO)C(=O)c2cc(N(C)C)ccc2O1	.	0
COc1ccc(NC(=O)N(C)C[C@@H]2Oc3ccc(NC(=O)CCN4CCOCC4)cc3CC(=O)N([C@H](C)CO)C[C@H]2C)cc1	-3	.

Going on with the list:
Molecule	STK33 inh	p53 PUMA act
C[C@@H]1CN([C@@H](C)CO)C(=O)c2cccc(NC(=O)C3CCOCC3)c2O[C@@H]1CN(C)Cc1ccc(C(F)(F)F)cc1	.	-1
C[C@@H]1CN([C@H](C)CO)C(=O)c2cc(NC(=O)C3CC3)ccc2O[C@@H]1CN(C)S(=O)(=O)c1cccs1	.	-20
COc1ccc(CN(C)C[C@@H]2Oc3ccc(NC(=O)CCC(F)(F)F)cc3C(=O)N([C@@H](C)CO)C[C@H]2C)cc1	.	-2
C[C@H]1CN([C@@H](C)CO)C(=O)c2cc(NC(=O)Cn3cnnn3)ccc2O[C@@H]1CN(C)S(=O)(=O)c1cccs1	-2	6
O=C(COc1ccc(Cl)cc1CO)Nc1ccccc1F	-6	128*
O=C(CSc1nnc(-c2ccncc2)n1-c1ccccc1)Nc1c(Cl)cccc1Cl	-3	-3
Cc1ccc(S(=O)(=O)Nc2ccc3c(c2)CC(=O)N([C@@H](C)CO)C[C@H](C)[C@@H](CN(C)C)O3)cc1	1	10
CN(C)c1nc(N)nc(CSc2nnnn2-c2cccc3ccccc23)n1	0	-50
C[C@@H]1CCCCO[C@@H](CN(C)S(=O)(=O)c2cccs2)[C@@H](C)CN([C@H](C)CO)C(=O)c2cc(NC(=O)Nc3ccccc3)ccc2O1	1	.
COc1ccc(NC(=S)N2CCNC(=O)C2CC(=O)Nc2ccc(C)cc2)cc1 (centres undefined)	-7	-5
CS(=O)(=O)N(CC(=O)Nc1ccc(C(F)(F)F)cc1)c1ccc(F)cc1	-5	-2
C[C@@H]1CN([C@H](C)CO)C(=O)CCCn2nncc2CO[C@@H]1CN(C)C(=O)Nc1ccnc(N2CCOCC2)c1	1	.
CC(C)CC#Cc1cnc2c(c1)C(=O)N([C@H](C)CO)C[C@@H](C)[C@H](CN(C)C(=O)Cc1ccccc1)O2	.	-5
C[C@H](CO)N1C[C@H](C)[C@@H](CN(C)C(=O)c2cccnc2)Oc2cc(C3=CCCC3)ccc2S1(=O)=O	.	-5
COc1ccc(S(=O)(=O)Nc2cccc3c2O[C@H](CN(C)S(=O)(=O)c2ccc(F)cc2)[C@@H](C)CN([C@H](C)CO)C3=O)cc1	.	6
Cn1c(=O)c2c(nc(NCCN3CCOCC3)n2Cc2ccc(Cl)cc2Cl)n(C)c1=O	-3	14
C[C@@H]1CN([C@H](C)CO)C(=O)CCCn2cc(nn2)CO[C@H]1CN(C)C(=O)Cc1ccccc1	2	14
NC(=O)c1c(NC(=O)COc2ccc(Cl)cc2Cl)sc2c1CCCC2	1	32
Cc1ccc(S(=O)(=O)Nc2ccc3c(c2)CC(=O)N([C@H](C)CO)C[C@@H](C)[C@@H](CN(C)C(=O)NC2CCCCC2)O3)cc1	2	.
C[C@@H]1CCCCO[C@@H](CN(C)C(=O)Cc2ccccc2)[C@H](C)CN([C@@H](C)CO)C(=O)c2cc(NC(=O)Nc3ccc(F)cc3)ccc2O1	.	-34
C[C@H]1CN([C@@H](C)CO)C(=O)Cc2cc(NC(=O)C3CCCCC3)ccc2O[C@@H]1CN(C)Cc1ccc(-c2ccccc2)cc1	0	.
O=C(O)c1ccc(NS(=O)(=O)c2cccc(S(=O)(=O)c3ccc(Cl)c(Cl)c3)c2)cc1	-4	4
C[C@H](CO)N1C[C@H](C)[C@@H](CN(C)S(=O)(=O)c2ccccc2)Oc2ccc(NS(=O)(=O)c3ccc(F)cc3)cc2C1=O	-1	.
COc1cc(Cl)c(C)cc1NC(=O)CC1Sc2ccccc2NC1=O (centres undefined)	2	-27
OC1CCN(Cc2ccccc2)CC1	-4	.

The results go on:
Molecule	STK33 inh	p53 PUMA act
COc1ccc(NC(=O)CSc2n[nH]c(-c3ccc(Cl)cc3Cl)n2)cc1	-3	3
CNC(=O)CN(c1cccc(Cl)c1Cl)S(=O)(=O)c1ccc(C)cc1	1	4
CC(Oc1cccc(NC(=O)c2cccc([N+](=O)[O-])c2)c1)C(=O)c1cccc(Cl)c1 (centres undefined)	2	8
CNC(=O)CN(c1ccc2c(c1)OCCO2)S(C)(=O)=O	-2	3
Oc1cc(O)c2c(c1)O[C@H](c1ccc(O)c(O)c1)[C@@H](O)C2	2	.
O=C(CCCN1C(=O)c2ccccc2C1=O)Nc1ccc(Cl)c(Cl)c1	-2	19
CNC[C@H]1Oc2c(NS(=O)(=O)c3cn(C)cn3)cccc2C(=O)N([C@H](C)CO)C[C@H]1C	.	-5
C[C@@H]1CN([C@H](C)CO)C(=O)Cc2cc(NC(=O)Cc3cn(C)c4ccccc34)ccc2O[C@H]1CN(C)Cc1ccc2c(c1)OCO2	0	-8
COCC#Cc1cnc2c(c1)C(=O)N([C@H](C)CO)C[C@@H](C)[C@H](CN(C)S(=O)(=O)c1cn(C)cn1)O2	.	6
COc1cccc(NC(=O)CN(C)S(=O)(=O)c2ccc(OC)c(C)c2)c1	-1	-14
COC(=O)c1ccccc1NC(=O)CN(C)S(=O)(=O)c1c(C)cc(C)cc1C	-5	4
COc1cccc(-c2cnc3c(c2)C(=O)N([C@H](C)CO)C[C@@H](C)[C@H](CN(C)Cc2ccncc2)O3)c1	.	4
CCCC#Cc1cnc2c(c1)C(=O)N([C@@H](C)CO)C[C@@H](C)[C@H](CN(C)Cc1ccccc1F)O2	.	-9
COC(=O)c1ccccc1NC(=O)CSc1nnnn1C	-4	-12
Cc1ccc(S(=O)(=O)N2CCN(c3nc4ccccc4nc3-n3nc(C)cc3C)CC2)cc1	2	1
CC1=CC(=O)CC(C)(C)[C@@]1(O)/C=C/C(C)O[C@@H]1O[C@H](CO)[C@@H](O)[C@H](O)[C@H]1O (some centres undefined)	0	-2
COc1ccc(NC(=O)Nc2ccc3c(c2)[C@H]2C[C@H](CC(=O)N(C)C)O[C@H](CO)[C@H]2O3)cc1	.	6
Cc1ccccc1-c1cc(C(=O)NCCCn2cc(Br)cn2)c2ccccc2n1	-1	-21
CS(=O)(=O)N(CC(=O)Nc1ccc2ccccc2c1)c1ccc(Cl)cc1Cl	-1	10
CCCCCCC(=O)OC1CC(C)(C)NC(C)(C)C1	.	-1
O=C1Cn2nnc(C(=O)c3ccccc3)c2C2(CCCCC2)O1	.	-22
O=C1NCCCC1C(=O)N1CCCCC1 (centres undefined)	.	6
C[C@H](CO)N1C[C@H](C)[C@H](CN(C)S(=O)(=O)c2cn(C)cn2)Oc2ccc(NC(=O)Nc3ccc(C(F)(F)F)cc3)cc2C1=O	1	.
Cc1ccc(S(=O)(=O)N(C)C[C@H]2Oc3ccc(NS(=O)(=O)c4ccc(F)cc4)cc3CC(=O)N([C@@H](C)CO)C[C@@H]2C)cc1	0	.
CN1CCc2cc3c(cc2C2OC(O)c4c(ccc5c4OCO5)C21)OCO3 (centres undefined)	6	10

Other structures
Molecule	STK33 inh	p53 PUMA act
Cc1ccc(S(=O)(=O)Nc2cccc3c2O[C@@H](CN(C)S(=O)(=O)c2ccccc2)[C@H](C)CN([C@H](C)CO)C3=O)cc1	.	-1
Nc1cc(=O)[nH]c(SCC(=O)Nc2ccc(F)cc2)n1	2	-6
C[C@@H]1CN([C@H](C)CO)C(=O)Cc2cc(NS(=O)(=O)c3cn(C)cn3)ccc2O[C@H]1CN(C)Cc1ccc2c(c1)OCO2	-2	.
C[C@H](CO)N1C[C@H](C)[C@H](CN(C)S(=O)(=O)c2cccs2)Oc2ccc(N(C)C)cc2CC1=O	1	0
C[C@@H]1CN([C@H](C)CO)C(=O)c2cc(C#CC(C)(C)O)cnc2O[C@H]1CN(C)C(=O)CC1CC1	.	12
C[C@H]1CN([C@@H](C)CO)S(=O)(=O)c2ccc(Br)cc2O[C@H]1CN(C)CC1CCOCC1	.	0
Cc1noc(C)c1NC(=O)Nc1ccc2c(c1)C(=O)N([C@H](C)CO)C[C@H](C)[C@H](CN(C)Cc1ccc(Cl)c(Cl)c1)OCCCC[C@@H](C)O2	0	.
COc1ccccc1-c1cnc2c(c1)C(=O)N([C@@H](C)CO)C[C@@H](C)[C@@H](CN(C)Cc1cncnc1)O2	.	4
Cc1ccc(Cn2nc(C)cc2C(=O)Nc2ccc(C)cc2)cc1	0	.
CCC(=O)N(C)C[C@@H]1Oc2cc(-c3ccc(OC)cc3)ccc2S(=O)(=O)N([C@@H](C)CO)C[C@H]1C	.	-1
Cc1ccc(S(=O)(=O)N(C)C[C@@H]2Oc3ccc(NC(=O)C4CC4)cc3CC(=O)N([C@H](C)CO)C[C@@H]2C)cc1	0	12
C[C@@H]1CN([C@@H](C)CO)C(=O)c2cc(NC(=O)c3ccncc3)ccc2O[C@@H](C)CCCCO[C@H]1CN(C)C(=O)Cc1ccccc1	.	3
CCCn1c(=O)c2[nH]c(-c3ccccc3)nc2n(CCC)c1=O	.	-15
C[C@H]1CN([C@@H](C)CO)C(=O)c2cc(NS(=O)(=O)c3ccc(F)cc3)ccc2O[C@H]1CN(C)Cc1ccc2c(c1)OCO2	-1	.

One compound at a time (already shown).
CC(C(=O)Nc1cccc(Cl)c1)N(c1ccc(Cl)cc1)S(C)(=O)=O (centres undefined) as listed: STK33 inh: 3; p53 PUMA act: 6
C[C@@H]1CN([C@H](C)CO)C(=O)CCCn2nncc2CO[C@H]1CN(C)C(=O)c1ccncc1 as listed: STK33 inh: -1; p53 PUMA act: 10
O=C(CCCN1C(=O)c2ccccc2C1=O)Nc1ccc(Cl)c(Cl)c1 as listed: STK33 inh: -2; p53 PUMA act: 19

Screening data deposited in PubChem BioAssay by Broad Institute.

A portion of the library; the hit share may differ from the screen's.
